From PubChem
RECQ1 helicase: inhibitors of human RECQ1 DNA helicase. P46063. RECQ1 DNA unwinding, red fluorescence kinetic read. Potency, µM (highest dose often 57.3 µM), for the others: top-dose activity, negative = inhibition, actives largely listed as inhibitors. 240,000 compounds, 0.54% hits;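 note: plate controls were vehicle for no effect and no enzyme for full effect; nearly all actives have a fitted effect of over 30% in size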
Target sequence (P46063 whole entry, looked up): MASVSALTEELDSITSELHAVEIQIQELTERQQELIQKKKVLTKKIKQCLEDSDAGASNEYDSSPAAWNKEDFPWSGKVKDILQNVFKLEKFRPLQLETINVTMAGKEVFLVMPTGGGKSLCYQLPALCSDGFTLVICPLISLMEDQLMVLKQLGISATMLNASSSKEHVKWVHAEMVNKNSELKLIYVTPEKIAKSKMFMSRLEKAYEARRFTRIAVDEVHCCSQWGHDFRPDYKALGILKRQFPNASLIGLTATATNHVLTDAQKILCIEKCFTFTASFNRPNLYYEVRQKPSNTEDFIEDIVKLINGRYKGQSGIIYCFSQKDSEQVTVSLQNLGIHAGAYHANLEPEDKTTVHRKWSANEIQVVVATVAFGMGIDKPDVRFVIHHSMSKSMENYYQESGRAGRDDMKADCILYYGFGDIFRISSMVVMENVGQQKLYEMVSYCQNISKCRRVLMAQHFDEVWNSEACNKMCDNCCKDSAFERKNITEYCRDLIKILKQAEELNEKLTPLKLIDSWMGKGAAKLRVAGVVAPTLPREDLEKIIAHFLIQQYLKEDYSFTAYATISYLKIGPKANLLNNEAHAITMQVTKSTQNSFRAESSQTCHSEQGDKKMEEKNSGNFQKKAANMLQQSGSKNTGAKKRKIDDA
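50 nM RECQ1T1 preincubated 15 min with compound in Tris pH 8.0 buffer with MgCl2, DTT, Tween-20 and 2.5 ug/ml poly(dI-dC); started with 200 nM TAMRA/BHQ-2 forked duplex and 2 mM ATP. Unwinding read as fluorescence (525/598 nm), two reads 2 h apart.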
IMPase Li inh: membrane-permeable IMPase blocker, potentiated with lithium; CHO-M1 cells, IP1 TR-FRET (IP-One), carbachol + lithium; Potency, µM (top dose mostly 59.4 µM), without a hit: top-dose activity, negative = IMPase inhibition, actives largely listed as inhibitors; 210,000 compounds, 0.35% hits;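 note: IP1 builds up when IMPase is blocked and the TR-FRET signal falls; plate controls were basal vehicle for no effect and high inhibitor control for full effect; nearly all actives have a fitted effect of over 50% in size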
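CHO-M1, 2000 cells/well, 16–30 h culture; cpd + low Li+, 30 min 37C; lysis with d2-IP1/Eu-anti-IP1 Ab, 10 min RT; TR-FRET 665/620 ratio and 620 channel; AC50 via Hill.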
NPSR antag: neuropeptide S receptor (human) antagonism, cAMP. CHO-NPSR cells, cAMP TR-FRET, antagonist mode. 220,000 compounds, 1% hits. Potency, µM (series often up to 38.3 µM), inactives show top-dose activity change, negative = inhibition, most hits filed as inhibitors. AID 1461. Q6W5P4; note: % is set by controls: 0 for no effect and ±100 for the full control effect; nearly all actives have a fitted effect of over 50% in size; many of its hits are not listed in these tables
KinaseGlo FLuc: blocks Kinase-Glo luciferase, a counter-screen artifact | Q27757 | Kinase-Glo luciferase, ATP luminescence, 8 min | Potency, µM (top dose mostly 38.3 µM), for inactives: at the highest dose activity change, negative = inhibition, hits mostly inhibitors | 200,000 compounds, 0.28% hits; note: % is set by controls: 0 for no effect and ±100 for the full control effect; nearly all actives have a fitted effect of over 60% in size
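Compounds were added to a substrate mix at pH 7.2 (50 mM imidazole, 10 uM ATP, within the enzyme's linear range), followed by Kinase-Glo detection reagent; luminescence was measured after 8 minutes at ambient temperature.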
SMN2 splice enh: enhancers of SMN2 splice variant expression. 210,000 compounds, 2.8% hits. AID 1458. Potency, µM (titrated, usually from 46.1 µM), without a hit: top-dose activity change, positive = activation, actives largely listed as activators. HEK293 SMN2-luciferase splicing reporter, luminescence, 30-36 h; note: % of control where 0% means no effect; nearly all actives have a fitted effect of over 55% in size
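HEK293 cells carry an SMN2 minigene-luciferase reporter in which exon 7 inclusion puts luciferase in frame. Cells were seeded at 2000 cells/well, attached for 10-12 hours, then exposed to compounds for 30-36 hours at 37C before ONE-Glo luminescence.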
Epigenetic reg: derepresses silenced GFP reporter in murine cells; murine LDR cells, GFP reporter derepression, 30 h; 280,000 compounds, 0.2% hits; Potency, µM (top dose mostly 53.9 µM), for the others: at the top dose GFP activation, most hits filed as activators; note: % of control where 0% means no effect; nearly all actives have a fitted effect of over 60% in size
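Readout is the number of GFP-expressing murine LDR cells, counted by cytometry following washing. Cells were treated with compound for 30 h at 37 C; the stably integrated CMV-GFP locus is normally silent.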
GoLoco inh red: RGS12 GoLoco-Gai1 interaction inhibition. P63096. Gai1:RGS12 GoLoco peptide FP, rhodamine, 10 min. 230,000 compounds, 0.44% hits. Potency, µM (top dose mostly 61.6 µM), for inactives: at the top dose activity, negative = inhibition, hits mostly inhibitors; active = well fitted inhibition curve with a large enough effect, not every such curve was filed as active; inactive = no such curve, though single readings can be large or run the other way; note: % is set by controls: 0 for no effect and ±100 for the full control effect; nearly all actives have a fitted effect of over 30% in size; many of its hits are not listed in these tables
JMJD2E inh: inhibitors of human JMJD2E histone demethylase; B2RXH2; 230,000 compounds, 1.6% hits; JMJD2E catalytic domain, FDH-coupled NADH fluorescence (FDH is formaldehyde dehydrogenase); Potency, µM (doses to about 57.1 µM), inactives show at the highest dose activity change, negative = inhibition, actives largely listed as inhibitors; active = well fitted inhibition curve with a large enough effect, not every such curve was filed as active; inconclusive = small, poorly fitted or top-dose-only effect, or another doubt; inactive = no such curve, though single readings can be large or run the other way;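 note: 0% = wells with enzyme and -100% = buffer wells without enzyme; nearly all actives have a fitted effect of over 50% in size; many of its hits are not listed in these tables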
Target sequence (B2RXH2 1-337 limits assumed): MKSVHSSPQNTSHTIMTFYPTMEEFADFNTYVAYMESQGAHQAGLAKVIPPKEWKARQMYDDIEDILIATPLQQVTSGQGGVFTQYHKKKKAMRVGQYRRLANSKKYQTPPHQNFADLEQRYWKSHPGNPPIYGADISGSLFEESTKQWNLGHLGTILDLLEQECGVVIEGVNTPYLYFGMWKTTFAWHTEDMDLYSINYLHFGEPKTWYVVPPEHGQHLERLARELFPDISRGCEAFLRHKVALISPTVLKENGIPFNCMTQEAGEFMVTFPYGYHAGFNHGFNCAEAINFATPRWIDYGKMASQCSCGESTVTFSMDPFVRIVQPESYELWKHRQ
* hit, by the source's call; i = inactive; ? = inconclusive; nt = no result given; [ ] = dose if it differs, or a comment. Unless noted, calls come from the whole dose curve; as a rule, active = well fitted curve in the direction sought with a large enough effect; inconclusive = small, poorly fitted or top-dose-only effect, or another doubt; inactive = no such curve, though single readings can be large; an effect the other way counts as inactive or inconclusive. Potency is the fitted concentration of half-maximal effect.

SMILES | RECQ1 helicase | IMPase Li inh | NPSR antag | KinaseGlo FLuc | SMN2 splice enh | Epigenetic reg | GoLoco inh red | JMJD2E inh
O=c1c2ccccc2nc2n1C(CSCc1ccc(Cl)cc1Cl)CS2 (stereo unspecified) | -2% | 8%[38.3 µM] | -1%[46.1 µM] | 2% | -61%[inhibitor] | 0.0% | -3% | 0%
CC(Sc1ccc2nnc(-c3ccc(F)cc3)n2n1)C(=O)O (stereo unspecified) | i | 0% | 12% | nt | nt | -0.1% | -4% | ?
CC(C)c1cc(C(=O)N2CCN(C(c3ccccc3)c3ccccc3)CC2)no1 | -12% | 20% | ? | 3% | -25% | -1.0% | 1% | 0%
COc1ccc(-c2nn(-c3ccccc3C)cc2CNCCc2cnc[nH]2)cc1F | -4% | 15% | -34% | 2% | -14% | -0.9% | 18% | 9%
Nc1nnc(SCc2nc3scc(-c4ccccc4)c3c(=O)[nH]2)s1 | -13% | nt | 3% | nt | nt | 3.2% | 83%[activator] | 8%
CCn1cc(CN2CCc3c([nH]c4ccccc34)C2c2cccc(OC)c2OC)c(C)n1 (stereo unspecified) | -5% | 20% | 0% | -4% | nt | 2.0% | 7% | 4%
CCOc1ccc(NC2=NC(C(=O)NCc3ccccc3)CC(=O)N2)cc1 (stereo unspecified) | -4% | -30%[38.3 µM] | -1%[46.1 µM] | -1% | 3% | -4.4% | -3% | -2%
Cc1ccc2c(c1)cc1c(=O)[nH]ncn12 | -3% | -9%[38.3 µM] | -2%[46.1 µM] | -2% | -5% | 0.0% | 1% | ?
CC(C)C(OC(=O)c1cccs1)C(=O)NCc1ccc2c(c1)OCO2 (stereo unspecified) | i | 10% | -14% | 0% | 6% | -1.1% | -1% | -1%
Cc1cccc(NS(=O)(=O)c2c(C)n[nH]c2C)c1 | -11% | 4%[38.3 µM] | -6%[46.1 µM] | -1% | 8% | -2.7% | -10% | 7%
Cc1ccc(C)c(S(=O)(=O)N2CCCOC2CNC(=O)C(=O)NCCCn2ccnc2)c1 (stereo unspecified) | -5% | 6% | 11% | 0% | ? | 1.0% | -2% | 4%
Cc1ccsc1C(=O)N/N=C/c1ccc([N+](=O)[O-])cc1 | i | 2% | 1% | -26% | 13µM* | -0.9% | -8% | 2%
Cc1ccc(NCc2nnc(SCC(=O)N3CCc4ccccc43)n2C)cc1 | 1% | 5%[38.3 µM] | 3%[46.1 µM] | 0% | -8% | -6.2% | 3% | 2%
CC(C)NC(=O)N1CCCC2(CCN(C(=O)c3csnn3)CC2)C1 | i | 1% | nt | -4% | 6% | nt | 2% | nt
CC(C)CN1CCC2(CC1)CCN(C(=O)c1cccc(F)c1)CC2 | -8% | 32%[activator] | nt | 0% | -5% | nt | -5% | nt

Exported tab-delimited: part of the list above
structure	RECQ1 helicase	IMPase Li inh	NPSR antag	KinaseGlo FLuc	SMN2 splice enh	Epigenetic reg	GoLoco inh red	JMJD2E inh
Cc1ccc(C)c(S(=O)(=O)N2CCCOC2CNC(=O)C(=O)NCCCn2ccnc2)c1 (stereo unspecified)	-5%	6%	11%	0%	?	1.0%	-2%	4%
Cc1ccsc1C(=O)N/N=C/c1ccc([N+](=O)[O-])cc1	i	2%	1%	-26%	13µM*	-0.9%	-8%	2%

Some entries already given with just GoLoco inh red and SMN2 splice enh:
| SMILES | GoLoco inh red | SMN2 splice enh |
| --- | --- | --- |
| Cc1cccc(NS(=O)(=O)c2c(C)n[nH]c2C)c1 | -10% | 8% |
| Cc1ccc(C)c(S(=O)(=O)N2CCCOC2CNC(=O)C(=O)NCCCn2ccnc2)c1 (stereo unspecified) | -2% | ? |
| Cc1ccsc1C(=O)N/N=C/c1ccc([N+](=O)[O-])cc1 | -8% | 13µM* |
| Cc1ccc(NCc2nnc(SCC(=O)N3CCc4ccccc43)n2C)cc1 | 3% | -8% |
| CC(C)NC(=O)N1CCCC2(CCN(C(=O)c3csnn3)CC2)C1 | 2% | 6% |
| CC(C)CN1CCC2(CC1)CCN(C(=O)c1cccc(F)c1)CC2 | -5% | -5% |

The list continues:
SMILES | RECQ1 helicase | IMPase Li inh | NPSR antag | KinaseGlo FLuc | SMN2 splice enh | Epigenetic reg | GoLoco inh red | JMJD2E inh
COc1ccc(OC)c(C2=NOC(C(=O)Nc3ccccc3SC)C2)c1 (stereo unspecified) | i | 41%[activator][38.3 µM] | -9%[46.1 µM] | -3% | -5% | 0.0% | 9% | -23%
CCN(c1ccccc1)S(=O)(=O)c1ccc2[nH]c(=O)[nH]c2c1 | -2% | 2% | 1% | 4% | nt | 0.0% | 22% | -7%
O=C(CCl)c1ccc2[nH]c(=O)oc2c1 | -3% | nt | -13% | nt | nt | 2.2% | 5% | ?
COc1ccc(Cn2c(N)c(C#N)c3nc4ccccc4nc32)cc1 | -13% | -4% | -14%[46.1 µM] | 3% | -4% | ? | 8% | ?
CC(C)(C)NC(=O)CCCSc1nc2ccccc2s1 | ? | 0% | -15% | -1% | ? | -1.7% | -3% | 8%
O=C(O)c1ccc(S(=O)(=O)c2ccc3c(c2)C(=O)N(CC2CCCO2)C3=O)cc1 (stereo unspecified) | -9% | -4%[38.3 µM] | -8%[46.1 µM] | -2% | -10% | 0.4% | -1% | 2%
CN(C)CCCNC(=O)c1ccc(/C=N/O)nc1 | -3% | 2% | 9% | -4% | nt | 1.1% | 1% | 6%
CCc1ccccc1NC1Nc2cc(C)nn2S1 (stereo unspecified) | -7% | -7% | 9% | 12% | -15% | 1.1% | 2% | -2%
S=C(NC1CCCCC1)N1CCc2ccccc2C1 | 4% | 2% | -15% | 1% | -58%[inhibitor] | 0.0% | -4% | -3%
O=C(N/N=C/c1cc(Br)c(Br)o1)C(O)c1ccccc1 (stereo unspecified) | -15% | -7% | 14% | -4% | -2% | 1.0% | 17% | -25%
C=CCn1c(-c2ccc(S(=O)(=O)N3CCOCC3)cc2)csc1=Nc1ccccc1 | -3% | 13%[38.3 µM] | -16%[46.1 µM] | -2% | -63%[inhibitor] | -0.9% | 23% | -19%
COCCNC(C)C(=O)C12CC3CC(CC(C3)C1)C2 (stereo unspecified) | -3% | 28%[38.3 µM] | -5%[46.1 µM] | 1% | 14% | -1.0% | -5% | 4%
CCOC(=O)c1c(C)oc2c1c(C(c1ccccc1)N1CCOCC1)c(O)c1ccccc12 (stereo unspecified) | -6% | 23%[38.3 µM] | ? | 1% | ? | -0.7% | 1% | 10%
CCOCC(=O)Nc1ccccc1C(=O)O | -7% | 3% | -11% | 0% | nt | 0.0% | 9% | ?
Cc1cc(C(=O)Nc2c(C)nn(Cc3ccc(Cl)cc3)c2C)no1 | ? | 5% | 16% | -2% | -43%[inhibitor] | 0.0% | 4% | 2%
CC1=Nc2ccccc2/C1=C/c1sc(=S)n(-c2cccc(C(=O)O)c2)c1O | i | 2% | -8% | 0% | -11% | -3.2% | 48%[activator] | -7%
Cc1scc(C(=O)N/N=C/c2ccco2)c1C | i | -7% | -7%[46.1 µM] | 0% | 11µM* | -2.0% | 10% | 3%
CC(C)(C)NS(=O)(=O)c1ccc2nc(NC(=O)c3ccc(N4C(=O)CCC4=O)cc3)sc2c1 | i | ? | -58% | -2% | -9% | -0.4% | 14% | -10%
CN(C)C(=O)N(CCCN1CCOCC1)Cc1cccc2ccccc12 | -6% | nt | ? | nt | nt | 2.5% | -2% | 10%
C=CCNC(=O)C1CC(=O)N(c2ccc(OCC(=O)NCc3ccccc3)cc2)C1 (stereo unspecified) | i | 22%[38.3 µM] | 1%[46.1 µM] | 2% | ? | -2.1% | 5% | 2%
CN(N)C(=S)Nc1ccc(F)cc1 | 7% | -3% | 14% | -1% | 5% | -7.9% | 36%[activator] | -27%
CC(C)C(=O)NC(=S)/C=C1/N(C)c2ccccc2C1(C)C | ? | 19% | -20% | 2% | -17% | -1.5% | 180%[activator] | -28%
COc1ccc(N2CCN(c3ncnc4c3nnn4Cc3ccccc3Cl)CC2)cc1 | 1% | 2% | -1% | 3% | 8% | 0.0% | -5% | -10%
CC1(C(=O)O)C=CC2(CCCCC2)N1C(=O)c1ccccc1 (stereo unspecified) | 0% | 1% | 14% | 2% | 0% | 3.8% | 1% | 3%
COc1cccc(-c2nnc(SCC(=O)N3CCOCC3)o2)c1 | -7% | 1%[38.3 µM] | -9%[46.1 µM] | 0% | 21% | 1.2% | -1% | 8%
CCCOc1ccc(/C(O)=C2/C(=O)C(=O)N(CCCn3ccnc3)C2c2cccnc2)cc1 (stereo unspecified) | 6% | nt | -6% | nt | nt | -1.1% | -3% | -7%
CCOc1ccc(C(=O)Nc2ccc(N3CCN(C)CC3)cc2)cc1[N+](=O)[O-] | i | 12% | -28% | 2% | -1% | -0.2% | 9% | -15%
COc1cccc(OC)c1C(=O)N1CCOCC1 | 0% | -3% | -1%[46.1 µM] | 1% | -3% | 4.0% | 13% | 0%
O/N=C/c1nc2cc(Cl)ccc2o1 | -5% | -1% | 10% | -6% | 19% | 5.2% | 1% | ?
O=C(O)c1cc(-c2ccc(O)cc2)on1 | -5% | 5% | -9% | 2% | nt | -7.2% | 12% | -1%
Cc1ccc(NC(=O)c2cc(N3C(=O)CCC3=O)ccc2N2CCCCC2)cc1 | 12% | 8% | -54% | 0% | 0% | 1.1% | 12% | -8%
CCCCCCCOC(=O)c1nc(Cl)c(Cl)c(N)c1Cl | -9% | 1% | -7% | -2% | 3% | -1.9% | 5% | 1%
COc1cc(Nc2cc(C)nc3ncnn23)cc(OC)c1 | i | 13%[38.3 µM] | -9%[46.1 µM] | 1% | ? | -0.8% | -7% | -5%

These rows are one share of the data; count on the stated rates, not on these rows.
